Screens from PubChem BioAssay.
AT treatment: qHTS Assay for Identifying a Potential Treatment of Ataxia-Telangiectasia. 0.19% of 320,000 active. […] A-T fibroblasts, KAP-1 phosphorylation AlphaLISA; neocarzinostatin DNA damage 30 min before lysis. Potency, µM (top dose mostly 57.5 µM), for inactives: at the highest dose activation, hits mostly activators. AID 485349, 2010; note: potency is the fitted concentration of half-maximal effect; % of control where 0% means no effect; nearly all actives have a fitted effect of over 45% in size
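ATM-like activity read as KAP-1 phosphorylation via AlphaLISA donor/acceptor antibody pairs after lysis and 6 hr at 25C. Cells were ATM-null patient fibroblasts ([…], hTERT), dosed 60 min, then exposed to the DSB inducer NCS for 30 min.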
TCR activator: Activators of T cell receptors: qHTS campaign; primary human leukocytes, anti-CD3, IL-2 HTRF, 48 h; Potency, µM (doses to about 9.22 µM), without a hit: at the highest dose activation of IL-2 secretion, actives largely listed as activators; 330,000 tested, under 10 active; AID 504894, 2011; note: % of control where 0% means no effect
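Compounds are tested in HTS on primary human leukocytes co-incubated with a-CD3 beads for 48 hr. IL-2 output is measured by time-resolved FRET.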
Integrin act MD: qHTS for Activators of Integrin-Mediated Alleviation for Muscular Dystrophy | alpha7betagal myoblasts, beta-gal FDG fluorescence, 48 h | 0.064% of 350,000 active | Potency, µM (top dose mostly 38.3 µM), for inactives: at the top dose activation, hits mostly activators;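 note: potency is the fitted concentration of half-maximal effect; 100% = response of the positive control SU9516; nearly all actives have a fitted effect of over 60% in size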
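alpha7betagal+/- myoblasts (passage 13, 250/well) treated 48 h at 37C with compounds at 1:260 dilution of DMSO stock. Lysed, then beta-galactosidase activity read as FDG fluorescence (ex 480/em 540) after 30 min, with pre-read for autofluorescence.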
TSG101-PTAP inh: qHTS Assay for Iinhibitors of HIV-1 Budding by Blocking the Interaction of PTAP/TSG101; Fluorescence polarization, FITC-PTAP peptide / Tsg101 binding; Potency, µM (series often up to 115 µM), for the others: at the top dose activity change, negative = inhibition, usual class: inhibitors; 340,000 tested, under 10 active; active = well fitted inhibition curve with a large enough effect in the main read-out, with a control signal flat, not every such curve was filed as active; inconclusive = small, poorly fitted or top-dose-only effect, or effect the other way, or a change in a side signal; inactive = no such curve, though single readings can be large or run the other way; note: potency is the fitted concentration of half-maximal effect; % of control where 0% means no effect
Target sequence (Q99816 whole entry, looked up): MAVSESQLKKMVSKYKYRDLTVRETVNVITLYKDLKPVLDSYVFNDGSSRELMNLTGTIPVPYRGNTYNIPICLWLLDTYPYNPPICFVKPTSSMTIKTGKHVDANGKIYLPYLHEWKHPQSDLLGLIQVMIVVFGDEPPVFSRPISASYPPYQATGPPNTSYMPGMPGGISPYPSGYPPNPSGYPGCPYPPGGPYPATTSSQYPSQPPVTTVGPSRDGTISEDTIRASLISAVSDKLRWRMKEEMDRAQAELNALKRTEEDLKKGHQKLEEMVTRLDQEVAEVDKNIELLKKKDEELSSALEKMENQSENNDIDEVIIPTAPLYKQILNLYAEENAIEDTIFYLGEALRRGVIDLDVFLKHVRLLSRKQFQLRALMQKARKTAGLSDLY
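FP read-out: FITC-PTAP peptide, 50 nM final, binding Tsg101 binding domain, 10 uM final; 20 min, r.t.; 10 mM HEPES pH 7.5, 0.15 M NaCl, 0.01% Tween 20, 3 mM EDTA, 0.1 mM TCEP.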
MLL CXXC-DNA inh: qHTS Fluorescence Polarization Assay for Inhibitors of MLL CXXC domain - DNA interaction; Histone-lysine N-methyltransferase 2A (Homo sapiens), Q03164; MLL-CXXC / FITC-HOXA9 DNA fluorescence polarization; Potency, µM (top dose mostly 115 µM), inactives show top-dose activity change, negative = inhibition, most hits filed as inhibitors; 0.037% of 290,000 active; active = well fitted inhibition curve with a large enough effect in the polarisation, with a control signal flat, not every such curve was filed as active; inconclusive = small, poorly fitted or top-dose-only effect, or effect the other way, or a change in a side signal; inactive = no such curve, though single readings can be large or run the other way; the % refers to the polarisation; note: potency is the fitted concentration of half-maximal effect
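Steps: dispense CXXC domain solution (7 uM) → pin compounds or unlabeled HOX-A9 DNA control → 5 min ambient → add FLSN-HOX-A9 solution (50 nM) → spin → 30 min ambient → fluorescence polarization. Tris pH 7.5/NaCl/DTT/BSA buffer.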
B2AR arrestin: qHTS assay of beta-arrestin-biased ligands of beta2-adrenergic receptor; Beta-2 adrenergic receptor (Homo sapiens), P07550; beta-arrestin recruitment to beta2AR, cell-based reporter; Potency, µM (highest dose often 46.1 µM), for the others: at the highest dose activation, hits mostly activators; 0.02% of 330,000 active;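 note: potency is the fitted concentration of half-maximal effect; 0% = DMSO controls and full agonism = EC100 isoproterenol or metaproterenol; nearly all actives have a fitted effect of over 65% in size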
Target sequence (P07550 whole entry, looked up): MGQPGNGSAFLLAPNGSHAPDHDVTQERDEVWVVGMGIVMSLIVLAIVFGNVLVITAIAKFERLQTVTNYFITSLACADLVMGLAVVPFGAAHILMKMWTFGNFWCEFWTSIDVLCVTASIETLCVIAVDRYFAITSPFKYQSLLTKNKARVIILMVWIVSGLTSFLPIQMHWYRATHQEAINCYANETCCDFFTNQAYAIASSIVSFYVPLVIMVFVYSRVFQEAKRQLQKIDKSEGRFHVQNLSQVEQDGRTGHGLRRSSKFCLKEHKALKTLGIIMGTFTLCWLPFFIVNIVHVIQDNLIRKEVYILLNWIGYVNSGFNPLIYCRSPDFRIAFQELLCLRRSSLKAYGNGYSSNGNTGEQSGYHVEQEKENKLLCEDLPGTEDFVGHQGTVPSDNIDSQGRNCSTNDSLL
ELG1 repair inh: qHTS screen for small molecules that inhibit ELG1-dependent DNA repair in human embryonic kidney (HEK293T) cells expressing luciferase-tagged ELG1; HEK293T ELG1-luciferase reporter, luminescence, 16 h; DNA damage induced by 5-fluorouridine; Potency, µM (doses to about 46.1 µM), inactives show top-dose activity change, negative = inhibition, hits mostly inhibitors; 2.3% of 330,000 active; AID 504467, 2011; note: potency is the fitted concentration of half-maximal effect; % is set by controls: 0 for no effect and ±100 for the full control effect; nearly all actives have a fitted effect of over 55% in size
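5-Fluorouridine DNA damage + compound/DMSO, 2,000 cells/well, 16 h, 37 °C/5% CO2. ONE-Glo, 30 min RT, luminescence. Readout = decrease in reporter signal.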
BRCA1 expr act: qHTS Assay to Identify Small Molecule Activators of BRCA1 Expression; Potency, µM (series often up to 46.1 µM), without a hit: top-dose activation, actives largely listed as activators; 1.1% of 380,000 active; MCF7-BRCA1-FFLuc reporter, luminescence, 48 h; response scale: scaled: vehicle 0%, 10 µM genistein 100%; AID 624202, 2012; note: potency is the fitted concentration of half-maximal effect; nearly all actives have a fitted effect of over 80% in size; some results filed as inactive show a strong effect at the top dose
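Using MCF7 cells harboring a BRCA1 firefly luciferase reporter, plated 2 h before compound pinning, the screen measured luminescence after 48 h incubation. Responses were normalized to DMSO and 10 microM genistein, then fitted for concentration-effect.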
TRPV1 agonist: HTS Assay for Compounds that Act as Agonists of the Vanilloid Receptor 1; Transient receptor potential cation channel subfamily V member 1 (Homo sapiens), Q8NER1; activation, % at 8.33 µM; 0.19% of 320,000 active; AID 540275, 2011; TRPV1-expressing cells, Fluo-8 calcium influx, agonist mode; in the data active = activation above about 80%; inconclusive = between about 30% and that limit; note: 0% is about no effect
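Fluo-8 calcium influx in TRPV1-expressing cells, kinetic read (ex 480/em 520 nm). Compound added and read 3 min for agonist activity, followed by capsaicin at EC20 final and 2 min further read for enhancement.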
p53 reactivation: qHTS assay for re-activators of p53 using a Luc reporter; Potency, µM (titrated, usually from 92.2 µM), for inactives: top-dose activity change, positive = activation, hits mostly activators; H1299 p53-A138V BP100-luciferase reporter, luminescence, 24 h; 0.063% of 320,000 active; note: potency is the fitted concentration of half-maximal effect; % of control where 0% means no effect; nearly all actives have a fitted effect of over 45% in size
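H1299 (p53-null), stable ts p53-A138V + BP100-Luc; 1000 cells/well, Opti-MEM/10% FBS; cpd 4 pt, 1:5; 24 h, 37 deg C, 5% CO2; detection reagent 10 min RT; luminescence.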
* marks the source's active call; other numbers are inactive results; u = inconclusive; x = not tested or not shown; [ ] = dose if it differs, or a comment. Unless noted, calls come from the whole dose curve; as a rule, active = well fitted curve in the direction sought with a large enough effect; inconclusive = small, poorly fitted or top-dose-only effect, or another doubt; inactive = no such curve, though single readings can be large; an effect the other way counts as inactive or inconclusive.

No.	Molecule	TSG101-PTAP inh	TRPV1 agonist	TCR activator	AT treatment	ELG1 repair inh	BRCA1 expr act	Integrin act MD	B2AR arrestin	p53 reactivation	MLL CXXC-DNA inh
1	Cc1c(C(=O)Nc2ccc3c(c2)OCCO3)sc2ncnc(N3CCCCC3C)c12 (stereo unspecified)	3%	26	3%	-4%	u	-38%	-4%	-0.1%	15%	6%
2	O=C1N/C(=C/c2ccc(N3CCOCC3)o2)C(=O)N1c1cccc(Cl)c1	u	-3	-7%	-7%	u	-34%	-29%	-0.2%	-11%	u
3	CCOC(=O)c1nn(-c2ccc3ccccc3c2)cc1O	-4%	-1	3%	3%	u	2.8µM*	37%	0.3%	15%	-2%
4	O=C(Cc1ccc(Cl)cc1)NCC(=O)N1CCN(c2ccccc2)CC1	-6%	4	8%	12%	-25%	0%	-1%	-0.4%	2%	28%
5	CCN(C(=O)COC(=O)c1cc(=O)c2ccccc2o1)c1c(N)n(Cc2ccccc2)c(=O)[nH]c1=O	-2%	-2	2%	0%	16%	3%	-16%	-0.3%	5%	x
6	O=C(Nc1cc(S(=O)(=O)N2CCCC2)ccc1OCC(F)(F)F)c1ccc(F)cc1	0%	-3	-3%[46.1 µM]	5%	-2%	-16%	-17%	0.1%	-5%	3%
7	O=C1c2cccnc2C(Nc2ccc(Br)cc2)N1Cc1cccs1 (stereo unspecified)	-5%	84*	5%	0%	9%	0%	24%	-0.2%	-7%	21%
8	CCOc1ccc(N(CC(=O)N2CCN(c3ccccc3)CC2)S(=O)(=O)c2c(C)noc2C)cc1	-11%	1	-3%	2%	-12%	-18%	-22%	-0.1%	-3%	3%
9	CN(C)c1oc(COc2ccccc2F)nc1C#N	-1%	3	4%	-9%	u	5%	22%	-0.3%	u	-9%
10	CC(C)(C)c1nn2cnnc2n(/N=C/c2ccccc2)c1=O	-2%	-5	-5%[46.1 µM]	x	0%	1%	9%	0.0%	6%	-1%
11	O=C(CCC(=O)N(CC(=O)NC1CCCC1)C1CCCCC1)Nc1ccccn1	0%	3	0%	2%	4%	0%	-2%	-0.2%	3%	-12%
12	COc1ccc(-c2csc(NC(=O)CCCc3cccs3)n2)cc1	1%	-2	1%[46.1 µM]	3%	1%	3%	19%	-1.0%	16%	5%
13	COc1ccc(C(=O)N(C)C2CCCCC2)cc1OC1CCN(C(C)C)CC1	3%	0	1%	2%	-1%	-16%	5%	0.2%	6%	2%
14	O=C1c2ccccc2C(O)N1CCN1CCOCC1 (stereo unspecified)	-6%	-1	-8%[46.1 µM]	3%	1%	22%	-11%	-0.6%	1%	-5%
15	COc1cccc(C(=O)Nc2sc3c(c2C#N)CCN(C(C)=O)C3)c1	1%	4	-11%	-6%	9%	-6%	-55%[inhibitor]	-0.1%	6%	11%
16	CNC(=O)CSc1nc2[nH]ncc2c(=O)[nH]1	1%	0	-2%	1%	2%	1%	u	0.3%	5%	7%
17	C/C(N)=C(/C#N)C(=O)CSc1nc2ccccc2c(=O)n1-c1ccc(C)cc1	x	16	-3%[46.1 µM]	3%	7.3µM*	x	x	3.4%	-8%	2%
18	CC(C)COc1ccc(C(=O)N/C(=C\c2cccc([N+](=O)[O-])c2)C(=O)OC(C)C)cc1	-3%	16	1%	6%	-4%	-13%	-30%	-1.2%	-3%	-4%
19	O=C(CNC(=O)c1cccc(-n2cnnn2)c1)Nc1ccc(F)c(F)c1	-3%	-5	18%	-2%	13%	3%	-11%	0.1%	-1%	x
20	COc1ccc(-n2nc(C(=O)NCC(=O)N(C)Cc3ccccc3)c3ccccc3c2=O)cc1	-2%	3	3%	3%	u	-12%	-28%	0.5%	-1%	2%
21	O=C(NCC(=O)N1CCC(Cc2ccccc2)CC1)c1ccc(Cl)cc1	0%	u	11%	6%	-3%	-18%	16%	-0.5%	1%	-1%
22	CCC(C(=O)NC(C)(C)C)N(C(=O)c1ccc(Cl)nc1)C1CCCC1 (stereo unspecified)	-1%	2	5%	3%	-2%	-16%	9%	-0.7%	3%	2%
23	Cc1ccc(S(=O)(=O)N2CCCCC2)cc1C(=O)Nc1cccnc1	-8%	-1	2%	-2%	12%	-26%	22%	-0.3%	-4%	-4%
24	COCCN(C(=O)COC(=O)c1cc(C)oc1C)c1c(N)n(Cc2ccccc2)c(=O)[nH]c1=O	-3%	-1	5%	-2%	-2%	-2%	9%	-0.2%	-9%	x
25	COc1ccc(N(CC(=O)O)S(=O)(=O)c2ccccc2[N+](=O)[O-])c(OC)c1	-1%	-5	3%	0%	u	-8%	20%	-1.7%	0%	-3%
26	Cc1cc2ccccc2n2c(SCC(=O)Nc3ccc(S(=O)(=O)N4CCC(C)CC4)cc3)nnc12	-1%	-5	1%[46.1 µM]	1%	26µM*	-46%	11%	-0.4%	-4%	-1%
27	Cc1cc(NC(=O)COC(=O)c2cc([N+](=O)[O-])ccc2N2CCOCC2)ccc1Br	-2%	2	-1%	-8%	u	-56%	-49%[inhibitor]	0.1%	-6%	x
28	O=C(CCCSc1nc2ccccc2[nH]1)NCc1ccccc1F	-3%	18	8%	2%	-2%	-10%	11%	0.1%	-4%	16%
29	CC(C)OP(=O)(OC(C)C)C(O)c1ccc(N(C)C)cc1 (stereo unspecified)	-1%	-1	-4%	5µM*	2%	-3%	-2%	-0.4%	-1%	-10%
30	CC(C)c1ccc(/C=N/N2CCN(c3ccccn3)CC2)cc1	1%	x	1%	-2%	3%	u	0%	0.0%	6%	-1%
31	Cc1ccc(Oc2ccc(-c3nnc(-c4ccccc4)o3)cc2[N+](=O)[O-])cc1C	x	1	7%[46.1 µM]	3%	-8%	x	x	-0.4%	0%	1%
32	COc1cc2nc(C3CC3)n(NC(=O)c3ccc(F)cc3)c(=O)c2cc1OC	x	-1	x	-6%	5%	-24%	-15%	-0.4%	-3%	-6%
33	Cc1ccc(NC2c3ncccc3C(=O)N2Cc2cccs2)cc1C (stereo unspecified)	0%	u	-1%	4%	-7%	1%	-16%	0.1%	-3%	5%
34	CC1CCCN(C(=O)c2cc(-c3cccs3)nc3ccccc23)C1 (stereo unspecified)	-7%	x	2%	1%	u	-34%	u	-0.3%	0%	x
35	O=C(O)C1CCN(C(=O)CSc2nc3ccccc3c(=O)n2-c2ccc(Cl)cc2)CC1	-3%	0	2%	2%	29%	-7%	2%	0.3%	7%	3%
36	CCC1(C(=O)OC)NC(c2ccco2)C2C(=O)N(c3ccc(F)cc3)C(=O)C21 (stereo unspecified)	-12%	-1	3%	-5%	13%	-3%	-14%	-0.1%	2%	4%
37	O=C(Nc1ncc(Cc2cccc(Cl)c2)s1)c1cccs1	-1%	26	5%	2%	u	43%	-35%	0.2%	u	15%
38	COc1ccccc1C(=O)Oc1ccc(C(C)C)cc1	0%	17	x	-1%	u	-14%	4%	0.2%	5%	0%
39	CCOc1ccccc1C(=O)N(Cc1ccc(C)o1)C1CCS(=O)(=O)C1 (stereo unspecified)	-1%	3	2%	1%	2%	-1%	-12%	0.6%	-8%	-8%
40	CCc1noc(C)c1C(=O)Oc1ccc(N(C)S(=O)(=O)c2ccc(C)c(C)c2)cc1	-2%	-3	-7%	9%	-15%	-30%	-21%	0.3%	-10%	x

Arranged by molecular weight (ascending): 3 of the compounds above.
No.	Molecule	TSG101-PTAP inh	TRPV1 agonist	TCR activator	AT treatment	ELG1 repair inh	BRCA1 expr act	Integrin act MD	B2AR arrestin	p53 reactivation	MLL CXXC-DNA inh
28	O=C(CCCSc1nc2ccccc2[nH]1)NCc1ccccc1F	-3%	18	8%	2%	-2%	-10%	11%	0.1%	-4%	16%
13	COc1ccc(C(=O)N(C)C2CCCCC2)cc1OC1CCN(C(C)C)CC1	3%	0	1%	2%	-1%	-16%	5%	0.2%	6%	2%
26	Cc1cc2ccccc2n2c(SCC(=O)Nc3ccc(S(=O)(=O)N4CCC(C)CC4)cc3)nnc12	-1%	-5	1%[46.1 µM]	1%	26µM*	-46%	11%	-0.4%	-4%	-1%

Rows are unselected. About 3.8% of those tested had a hit in this group.
